ANO1 activ: mouse TMEM16A channel activation, primary screen; Q8BHY3; B-score at 10 µM; HEK293 TMEM16A/YFP-H148Q/I152L, iodide quench fluorescence; active compounds read low; actives 0.3% (n = 340,000); AID 623877;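 active means fluorescence-ratio B-score plate-corrected deviation score at least 3 library SD below zero, with starting fluorescence score within 5 deviations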;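 further: channel opened by trigger with iodide after compound preincubation; score built on the fluorescence ratio of max minus min over baseline; more negative score means more quench and so TMEM16A activation or potentiation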
Target sequence (Q8BHY3 whole entry, looked up): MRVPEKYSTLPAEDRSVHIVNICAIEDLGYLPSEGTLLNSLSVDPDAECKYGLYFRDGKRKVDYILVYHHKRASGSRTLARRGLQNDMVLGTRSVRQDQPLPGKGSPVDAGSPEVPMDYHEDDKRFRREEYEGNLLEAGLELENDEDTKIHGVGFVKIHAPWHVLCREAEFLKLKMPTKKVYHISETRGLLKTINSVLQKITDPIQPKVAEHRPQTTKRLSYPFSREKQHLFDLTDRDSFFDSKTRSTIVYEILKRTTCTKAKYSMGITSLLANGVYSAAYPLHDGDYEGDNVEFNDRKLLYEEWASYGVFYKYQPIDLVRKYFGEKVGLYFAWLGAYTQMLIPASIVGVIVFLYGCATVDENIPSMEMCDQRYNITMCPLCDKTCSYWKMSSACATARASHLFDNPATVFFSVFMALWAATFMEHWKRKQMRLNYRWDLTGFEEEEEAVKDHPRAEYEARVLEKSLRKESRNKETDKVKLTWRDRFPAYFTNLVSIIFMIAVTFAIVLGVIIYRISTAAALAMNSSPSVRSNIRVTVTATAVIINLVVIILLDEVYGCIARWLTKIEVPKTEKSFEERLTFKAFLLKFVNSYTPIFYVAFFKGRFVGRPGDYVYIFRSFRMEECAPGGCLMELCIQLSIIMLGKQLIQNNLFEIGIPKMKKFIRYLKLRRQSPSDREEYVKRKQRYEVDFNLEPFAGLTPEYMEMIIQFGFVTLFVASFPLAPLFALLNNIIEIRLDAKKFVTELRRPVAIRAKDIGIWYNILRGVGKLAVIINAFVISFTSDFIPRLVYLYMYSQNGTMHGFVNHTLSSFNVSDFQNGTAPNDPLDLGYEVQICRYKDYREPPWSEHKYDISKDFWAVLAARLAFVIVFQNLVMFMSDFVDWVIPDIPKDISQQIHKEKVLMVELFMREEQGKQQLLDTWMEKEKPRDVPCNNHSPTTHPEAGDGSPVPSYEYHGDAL
Starred values were filed as active, the others as inactive; i = inactive.

SMILES	ANO1 activ
COc1ccc(-c2cc(C(=O)N(C)Cc3nc4ccccc4c(=O)[nH]3)c3ccccc3n2)cc1OC	i
O=C1[C@@H](Oc2ccccc2)[C@@H](c2cnc3ccccc3c2)N1c1ccccc1	i
COc1cc(SC)ccc1C(=O)NNC(=O)C1COc2ccccc2O1 (centres undefined)	i
O=[N+]([O-])c1cccc(SSc2cccc([N+](=O)[O-])c2)c1	i
CN(CC(=O)Nc1ccc(F)cc1)C(=O)c1ccc(N2C(=O)CCC2=O)cc1	i
O=C(Nc1ccccn1)c1ccc2c(=O)n3c(nc2c1)CCCCC3	i
CN1OC[C@@H]2CN(C(=O)CCc3ccccc3)[C@H](c3cccc(-c4ccccc4)c3)C[C@@H]21	i
O=C1Cc2c(-c3ccccc3)cc(-c3cccc(Cl)c3)nc2-c2ccccc2N1	i
Cc1cc(C)c(NC(=O)CNC(=O)CN(C)Cc2ccc(Br)s2)c(C)c1	i
COc1cc(C(=O)N2CCN(S(=O)(=O)c3ccc(C(C)C)cc3)CC2)ccc1OCC(=O)N1CCOCC1	i
O=C(COC(=O)c1ccc(O)cc1)Nc1ccc(S(=O)(=O)N2CCOCC2)cc1	i
COc1ccc(CNC(=O)COC(=O)C2(C)CC2(Cl)Cl)cc1 (centres undefined)	i
CCC1CCCCN1C(=S)NC(=O)c1cc(Br)ccc1Cl (centres undefined)	i
COc1ccc(/C=C/C(=O)NC(=S)Nc2ccc(S(=O)(=O)Nc3cc(OC)ncn3)cc2)cc1	i
COc1ccc(C2C3=C(COC3=O)Oc3cc4c(cc32)OCO4)cc1OC (centres undefined)	i
CC(=O)Nc1ccc(NC(=O)COC(=O)c2ccc(Cl)nc2)cc1	i
O=C(OCC(=O)c1ccc(Br)s1)c1ccc(O)cc1	i
Cc1noc(C)c1S(=O)(=O)N1CCCN(C(=O)/C=C/c2ccccc2F)CC1	i
COc1cc(/C=C/C(=O)O)cc(S(=O)(=O)Nc2ccc(S(=O)(=O)N3CCCCC3)cc2)c1OC	i
CCCCC1CCC(C(=O)N(CCOC)c2c(N)n(CC(C)C)c(=O)[nH]c2=O)CC1 (centres undefined)	i
CCn1c(CCC(N)=O)nnc1SCC(=O)Nc1cccc(S(=O)(=O)N2CCCC2)c1	i
CC(Sc1ccc(S(=O)(=O)N2CCOCC2)cn1)C(=O)Nc1ccc(Cl)cc1Cl (centres undefined)	i
CCN(C(=O)CSc1nccn1C)c1cccc2ccccc12	i
Cc1ccc(S(=O)(=O)N2CCN(c3nc(C)c4c(c3C#N)CC(C)(C)OC4)CC2)cc1	i
O=S(=O)(NNc1ncc(C(F)(F)F)cc1Cl)c1ccccc1	i
Cc1ccc(Nc2nc(Cl)nc3ncn(C)c23)c(C)c1	i
CC(=O)Nc1cccc(C(=O)NNC(=O)c2ccc(-n3cnnn3)cc2)c1	i
CCCCN1C(=O)C(=O)N(CC(=O)Nc2ccc(C(N)=O)cc2)C1=O	i
COc1ccc(C(=O)Nc2ncc(C)s2)cc1S(=O)(=O)N1CCOCC1	i
Cc1cccc(C2=NN(c3ccc(Br)cc3)[C@@H](C(=O)N3CCOC3=O)[C@@H]2c2ccc([N+](=O)[O-])cc2)c1	i
Nc1c(Br)cc(Br)c2c1C(=O)c1c(cccc1S(=O)(=O)O)C2=O	i
Cc1nn(Cc2ccccc2)c(C)c1CNC(=O)c1ccc(F)c(S(=O)(=O)N2CCOCC2)c1	i
Cc1c(NC(=O)c2cccc(NC(=O)Cc3ccc(Cl)cc3)c2)c(=O)n(-c2ccccc2)n1C	i
COC(=O)c1ccc(OCC(=O)NC2CCCCCCC2)cc1	i
Cc1cc(=O)[nH]c2sc(C(=O)N3c4ccccc4CC3C)c(N)c12 (centres undefined)	i
CN(CCOc1ccccc1)S(=O)(=O)c1ccccc1C#N	i
Cc1ccc(-c2cc(C(=O)Nc3c(C)n(C)n(-c4ccccc4)c3=O)c3ccccc3n2)cc1	i
C[C@@H]1COC(=O)[C@@H](CC(=O)OC(C)(C)C)C/C=C\C[C@H](CC(=O)NCCO)C(=O)N1	i
O=C1CCC/C=C/C[C@@H](CC(=O)N(CCO)Cc2ccccc2)C(=O)NC[C@@H](c2ccccc2)O1	i
COc1ccc(/C=C/C(=O)OCC(=O)NC(C)CCc2ccccc2)cc1 (centres undefined)	i
O=c1oc(CCCO)cc2ccc(C#CC3(O)CCCCC3)cc12	i
COCc1c(C(=O)N(C)Cc2ccccc2N2CCCC2)oc2ccccc12	i
Cc1ccc(C(=O)CCC(=O)NCc2ccc(Cl)cc2)cc1	i
Cc1ccc(NC(=O)c2sc3nc(CCl)[nH]c(=O)c3c2C)c(C)c1	i
C=CCn1c(C)cc(C(=O)COC(=O)c2cncc(Br)c2)c1C	i
CC1CCc2sc(C(=O)NCC(c3ccco3)N3CCCCC3)cc2C1 (centres undefined)	i
CCOC(=O)C1=C(CC)Nc2ccccc2N/C1=N\S(=O)(=O)c1ccccc1OC	i
CCc1nc2ccccc2c(C(=O)OCC(=O)NC2CCCC2)c1C	i
O=C(CSc1cc(Cl)ccc1Cl)NC1CC1	i
CCOC(=O)C1CCN(C(=O)c2cccc(S(=O)(=O)NCc3ccccc3)c2)CC1	i
O=C(NCC(c1ccco1)N1CCCCC1)c1cccnc1 (centres undefined)	i
O=C(O)C(c1ccccc1)C(O)C1CC=CCC1 (centres undefined)	i
C[C@H](CO)N1C[C@H](C)[C@@H](CN(C)S(=O)(=O)c2cccs2)Oc2c(NC(=O)C3CC3)cccc2C1=O	i
O=C(Nc1ccc2[nH]c(=O)[nH]c2c1)c1ccc([N+](=O)[O-])o1	i
CC1=C(C(=O)O)N2C(=O)C(NC(=O)c3ccc(F)cc3)C2SC1 (centres undefined)	i
CCOc1ccc(NC(=O)COc2ccc3c(c2)CCC3)cc1OC	i
Cc1ccnc(SCC(=O)Nc2cccc(S(=O)(=O)N3CCOCC3)c2)n1	i
COc1ccc(NC(=O)Nc2cccc3c2O[C@H](CN(C)C(=O)NC2CCCCC2)[C@@H](C)CN([C@H](C)CO)C3=O)cc1	i
Cc1ccc(N(Cc2ccccc2)C(=O)Cc2ccc(S(=O)(=O)N3CCOCC3)s2)cc1	i
CCc1nnc(NC(=O)c2cc(-c3ccc(C)o3)nc3ccccc23)s1	i

New compounds follow
SMILES	ANO1 activ
COC(=O)c1ccc(/C=C/C(=O)OCC(=O)Nc2cc(C)on2)cc1	i
CN(c1ccccc1)S(=O)(=O)c1cccc(NC(=O)COc2cccc([N+](=O)[O-])c2)c1	i
COc1ccc(CCN2CC(C(=O)OCC(=O)N(C)Cc3ccccc3)CC2=O)cc1OC (centres undefined)	i
CN(C)S(=O)(=O)c1ccc(C(=O)Nc2ccccc2C(=O)NCCCN2CCOCC2)cc1	i
O=C1c2cc(Cl)ccc2-c2c(O)cc(Cl)cc21	i
O=C(NCC(=O)N1CCN(S(=O)(=O)c2c(F)cccc2F)CC1)c1ccccc1F	i
O=C(Nc1nc(-c2cccs2)cs1)c1ccc([N+](=O)[O-])o1	i
CCOC(=O)c1c(C)[nH]c(C)c1C(=O)COC(=O)c1ccc(S(=O)(=O)C(F)F)cc1	i
CC1CCCCC1NC(=O)CN1CCN(S(=O)(=O)c2ccc(Br)s2)CC1 (centres undefined)	i
COC(=O)C1=C(C)N(Cc2ccccc2)C(=NCCc2c[nH]c3ccccc23)N[C@H]1c1cccc(C(F)(F)F)c1	i
O=C1CN(C(=O)COC(=O)CCc2ccccc2O)c2ccccc2N1	i
O=C(COC(=O)Cc1ccc(Cl)cc1)NCCc1ccccc1	i
CN1C2Cc3c(n(C)c4ccccc34)C1CC=C2CO (centres undefined)	i
COc1ccc(NC(=O)CN(C)C(=O)C(NC(=O)c2ccco2)C(C)C)cc1 (centres undefined)	i
COc1cc(NC(=O)CCC(=O)N2CCN(S(=O)(=O)c3ccc(C)cc3)CC2)cc(OC)c1	i
CCOc1cc(N2CCOCC2)c(OCC)cc1NC(=O)C1CC(=O)N(c2ccc(C)cc2)C1 (centres undefined)	i
O=C(NCc1ccccc1CN1CCCC1)C1CCN(S(=O)(=O)c2ccc(Cl)cc2)CC1	i
O=C(O)C(Cc1ccc(O)c([N+](=O)[O-])c1)N1C(=O)c2ccccc2C1=O (centres undefined)	i
CC(C)n1cnnc1SCC(=O)NCC(=O)Nc1ccc(F)cc1	i
CCN(CC)C(=O)c1nc[nH]c1C(=O)N1CCN(c2ccccc2)CC1	i
COc1ccc(S(=O)(=O)N2CCN(C(=O)[C@H](Cc3ccccc3)NC(=O)c3ccco3)CC2)cc1	i
Cc1cccc(Nc2nnc(SCC(=O)NC(=O)CN3CCCC3=O)s2)c1	i
O=C1CCc2cc(S(=O)(=O)Nc3ccccc3F)ccc2N1	i
CC(=O)c1cccc(S(=O)(=O)Nc2ccccc2N2CCOCC2)c1	i

Part of the list above in order of length of the SMILES, rising.
SMILES	ANO1 activ
CC(=O)c1cccc(S(=O)(=O)Nc2ccccc2N2CCOCC2)c1	i
Cc1cccc(Nc2nnc(SCC(=O)NC(=O)CN3CCCC3=O)s2)c1	i
COc1ccc(NC(=O)CN(C)C(=O)C(NC(=O)c2ccco2)C(C)C)cc1 (centres undefined)	i
O=C(O)C(Cc1ccc(O)c([N+](=O)[O-])c1)N1C(=O)c2ccccc2C1=O (centres undefined)	i
COc1ccc(S(=O)(=O)N2CCN(C(=O)[C@H](Cc3ccccc3)NC(=O)c3ccco3)CC2)cc1	i

The listing continues.
SMILES	ANO1 activ
CN(CC(=O)Nc1ccc(F)cc1)CC(=O)N1CCc2ccccc21	i
CC1CC(C)(C)CC2(C1)NC(=O)N(CC(=O)N1CCN(S(=O)(=O)c3cccc(F)c3)CC1)C2=O (centres undefined)	i
Cc1ccc(NC(=O)CCCOc2ccccc2)cc1S(=O)(=O)N1CCOCC1	i
C#CCOCCOCCOCCNc1nc(N2CCN(C(=O)[C@H](C(C)C)n3cc(CCO)nn3)CC2)nc(N2CCN(C(=O)[C@H](Cc3ccc(O)cc3)n3cc(CCO)nn3)CC2)n1	i
O=C(CSc1ncnc2sccc12)NC1CCS(=O)(=O)C1 (centres undefined)	i
O=C(/C=C/c1ccc([N+](=O)[O-])cc1)OCC(=O)N1CCCC1	i
COc1ccccc1NC(=O)NNC(=O)c1ccncc1	i
COc1ccc2c(c1)OC[C@H]1[C@H]2N2C(=O)c3ccc(C)cc3NC(=O)[C@@]2(C)[C@H]1c1ccccc1	i
CC(C(=O)Nc1ccc2c(c1)OCO2)n1cnc2c1c(=O)n(C)c(=O)n2C (centres undefined)	i
CN(C(=O)CSc1nnc(Cc2ccccc2F)n1N)C1CCCCC1	i
COc1ccc(CN2CCN(C(=O)c3ccc4c(c3)CCC4)CC2)cc1OC	i
CC(=O)Nc1ccc(S(=O)(=O)Nc2ccc(N3CCCCC3)cc2)cc1	i
Cc1ccc(S(=O)(=O)Nc2nc3ccccc3nc2N2CCOCC2)cc1	i
C[C@H](CO)N1C[C@H](C)[C@@H](CN(C)CC2CCCCC2)Oc2c(NS(=O)(=O)c3cccs3)cccc2C1=O	i
Cc1ccnc(NC(=O)C(Cc2ccccc2)NC(=O)c2ccccc2)c1 (centres undefined)	i
CC1CN(S(=O)(=O)c2cc(C(=O)NCc3ccncc3)ccc2Cl)CC(C)O1 (centres undefined)	i
Cc1cc(OCC(=O)OCC(=O)NCCN2C(=O)CSC2=O)ccc1Cl	i
Cc1cc(Cl)ccc1OCC(=O)N(Cc1ccco1)c1c(N)n(Cc2ccccc2)c(=O)[nH]c1=O	i
CC1CCN(S(=O)(=O)c2ccc(NC(=O)CCN3C(=O)C4CC=CCC4C3=O)cc2)CC1 (centres undefined)	i
COC(=O)c1ccc(CNC(=O)Cn2cnc3c(SC)nc(N)nc32)cc1	i
CCN(CC(=O)Nc1ccccc1C(=O)NC1CC1)Cc1cccs1	i
COc1cccc(NC(=O)C(C)Sc2nnc(C3CC3)n2C2CC2)c1 (centres undefined)	-32*
O=C(NCc1ccccc1F)c1cccc(S(=O)(=O)N2CCCCCC2)c1	i
O=C1/C(=C/c2ccccc2)CN(C(=O)CCN2CCOCC2)C/C1=C\c1ccccc1	i
O=C(COC(=O)c1ccccc1O)NC(c1ccccc1)c1ccccc1	i
COc1ccccc1C(=O)NC(=O)CSc1ccc(C)c(C)c1	i
C#CCOCCOCCOCCNc1nc(N2CCN(C(=O)Cn3cc(CCO)nn3)CC2)nc(N2CCN(C(=O)[C@H](CCCCN)n3cc(CCCC)nn3)CC2)n1	i
CC1(C)NC(=O)N(CC(=O)OCC(=O)Nc2c(Br)cc([N+](=O)[O-])cc2Br)C1=O	i
O=C(C1CCCCC1)N1CCC(c2nc3c(nnn3Cc3ccccc3Cl)c(=O)[nH]2)CC1	i
O=C(OCc1nnc(-c2ccccc2)o1)c1ccc([N+](=O)[O-])s1	i
COCCCNC(=O)Cn1ccc(N)nc1=O	i
O=C(O)c1cc2ccccc2[nH]1	i
COc1ccccc1C(CNC(=O)c1ccco1)N1CCCC1 (centres undefined)	i
COc1cc2c(C(F)(F)F)c(-c3ccsc3)oc(=O)c2cc1OC	i
CC(C)OC(=O)c1nnn(-c2nonc2N)c1CN1CCc2ccccc2C1	i
Cc1ccc(S(=O)(=O)N2CCOCC2)cc1C(=O)OCC(=O)NCc1ccc2c(c1)OCO2	i

Given bar-delimited: entries from further up
Compound | ANO1 activ
O=C(OCc1nnc(-c2ccccc2)o1)c1ccc([N+](=O)[O-])s1 | i
CC(C)OC(=O)c1nnn(-c2nonc2N)c1CN1CCc2ccccc2C1 | i
O=C(C1CCCCC1)N1CCC(c2nc3c(nnn3Cc3ccccc3Cl)c(=O)[nH]2)CC1 | i
C#CCOCCOCCOCCNc1nc(N2CCN(C(=O)Cn3cc(CCO)nn3)CC2)nc(N2CCN(C(=O)[C@H](CCCCN)n3cc(CCCC)nn3)CC2)n1 | i
O=C(COC(=O)c1ccccc1O)NC(c1ccccc1)c1ccccc1 | i
COc1ccccc1C(CNC(=O)c1ccco1)N1CCCC1 (centres undefined) | i

Assay outcomes: PubChem, Johns Hopkins Ion Channel Center

Some of the compounds tested; the hit share may differ from the screen's.
